Screening results: PubChem, several laboratories
APP 5'UTR act: activators of APP 5'UTR luciferase reporter, primary screen, SH-SY5Y cells | SH-SY5Y APP 5'UTR luciferase reporter, luminescence; zero percent = DMSO vehicle wells | activation, % at 2 µM | hit rate 1% among 190,000 | AID 1276, 2008;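 active means activation above a set limit, based on mean plus 3 SD of controls, cut at about 140% in these data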; further: values of inactives mirror those of a sister screen read the other way
NF-kB neuron act: activators of NF-kB expression in neurons, primary screen, cell-based, HTS; human neuronal cells, NF-kB reporter expression; stronger effect = higher value; fold change at 12.5 µM; hit rate 1.6% among 190,000; in the data active means fold change above about 3.3
TLR4-MyD88 BLA: inhibitors of TLR4-MyD88 association in cells, primary screen, cell-based, HeLa CL3-4, BLA complementation, FRET ratio; HeLa CL3-4 TLR4/MyD88 BLA complementation; inhibition, % at 8.4 µM; hit rate 0.18% among 200,000; AID 861, 2007; in the data active means inhibition above about 25%;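 further: 0% = vehicle and 100% = reference inhibitor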
Target sequence (O00206 whole entry, looked up): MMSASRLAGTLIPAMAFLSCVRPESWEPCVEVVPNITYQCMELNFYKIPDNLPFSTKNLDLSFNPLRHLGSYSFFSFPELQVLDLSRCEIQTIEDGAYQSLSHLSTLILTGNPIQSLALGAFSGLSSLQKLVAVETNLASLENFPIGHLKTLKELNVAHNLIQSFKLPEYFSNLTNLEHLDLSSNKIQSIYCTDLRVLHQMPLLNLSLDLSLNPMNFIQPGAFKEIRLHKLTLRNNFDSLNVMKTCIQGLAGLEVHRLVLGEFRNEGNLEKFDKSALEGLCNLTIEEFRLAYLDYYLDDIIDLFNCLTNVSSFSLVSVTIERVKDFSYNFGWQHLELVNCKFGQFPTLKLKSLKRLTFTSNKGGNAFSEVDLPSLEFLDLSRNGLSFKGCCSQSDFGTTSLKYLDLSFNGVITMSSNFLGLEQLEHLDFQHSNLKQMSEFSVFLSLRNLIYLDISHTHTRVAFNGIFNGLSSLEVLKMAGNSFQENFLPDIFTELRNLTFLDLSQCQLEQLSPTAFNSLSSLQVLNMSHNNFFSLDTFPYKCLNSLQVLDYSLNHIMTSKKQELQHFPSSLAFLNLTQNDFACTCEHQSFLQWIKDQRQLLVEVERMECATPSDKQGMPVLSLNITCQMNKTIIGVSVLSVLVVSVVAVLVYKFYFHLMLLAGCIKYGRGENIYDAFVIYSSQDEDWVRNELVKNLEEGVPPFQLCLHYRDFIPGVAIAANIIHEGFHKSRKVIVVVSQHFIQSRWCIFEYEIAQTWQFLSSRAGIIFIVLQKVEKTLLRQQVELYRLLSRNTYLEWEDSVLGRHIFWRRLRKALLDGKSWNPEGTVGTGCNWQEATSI
Target sequence (Q99836 whole entry, looked up): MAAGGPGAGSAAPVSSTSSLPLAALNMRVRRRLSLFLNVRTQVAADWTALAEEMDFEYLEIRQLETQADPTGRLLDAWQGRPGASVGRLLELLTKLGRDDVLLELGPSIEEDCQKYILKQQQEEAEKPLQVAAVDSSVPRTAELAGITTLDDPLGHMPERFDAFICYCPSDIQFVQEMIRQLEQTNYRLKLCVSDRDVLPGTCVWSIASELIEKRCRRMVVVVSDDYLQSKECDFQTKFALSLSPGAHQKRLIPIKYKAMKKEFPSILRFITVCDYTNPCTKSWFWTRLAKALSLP
STAT3 act: IL-6 driven STAT3 reporter potentiators, primary screen, U3A cells, luciferase, luminescence, MLSCN library | IL-6 STAT3-luciferase reporter; 100% = signal with IL-6 EC80 alone | activation (% of control), % at 5.6 µM | hit rate 0.91% among 190,000 | AID 871, 2007;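 active means activation above the screen-wide mean of compound activation plus 3 SD, cut at about 130% in these data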;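 further: 0% = background luminescence of wells with medium and substrate only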
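Material: STAT3-luciferase reporter U3A cells. Controls: IL-6-treated wells, 100% activation. Read-out: % activation versus median of IL-6-stimulated wells. Probe or stimulus: IL-6 stimulus at 33 ng/mL final. Timing: compound 1 h, then IL-6 6 h at 37 °C. Signal: reporter luminescence signal.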
STAT3 inh: IL-6 driven STAT3 reporter inhibitors, primary screen, U3A cells, luciferase, luminescence, MLSCN library; IL-6 STAT3-luciferase reporter; host cell line lacks STAT1; inhibition, % at 5.5 µM; hit rate 0.89% among 190,000; AID 862, 2007;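 active means inhibition above the mean inhibition across all screened compounds plus 3 SD, cut at about 44% in these data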;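 further: 0% = DMSO only wells and 100% = 100 µM nifuroxazide control wells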
STAT1 act: STAT1 signaling activators, primary screen, cell-based, HTS, luciferase reporter | NIH 3T3 STAT1-luciferase reporter, IFN-gamma, luminescence; 100% = IFN-gamma alone, no compound | activation (% of control), % at 5.5 µM | hit rate 2.6% among 200,000;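 active means activation above the screen-wide mean activation plus 3 SD, cut at about 130% in these data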;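 further: raw ratio to IFN-gamma control signal so 100% means no change and 0% no light; values of inactives mirror those of a sister screen read the other way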
STAT1 blocker: STAT1 signaling inhibitors, primary screen, cell-based, HTS, luciferase reporter. AID 920, 2007. inhibition, % at 5.5 µM. hit rate 0.35% among 200,000. NIH 3T3 STAT1-luciferase reporter, IFN-gamma, luminescence;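 active means inhibition above a set limit, the mean inhibition across all tested compounds plus 3 SD, cut at about 34% in these data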;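 further: 0% = IFN-gamma with DMSO and 100% = IFN-gamma with 300 µM nifuroxazide; values of inactives mirror those of a sister screen read the other way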
Efa HMGR inh: inhibitors of E. faecalis class II HMGR, primary screen, biochemical, Enterococcus faecalis. purified E. faecalis HMGR, NADPH absorbance 340 nm kinetic. hit rate 0.41% among 190,000. AID 1066, 2008. HMG-CoA reductase (Enterococcus faecalis, mvaE). inhibition, % at 10 µM;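 active means inhibition above a set limit, the median over all tested compounds plus 3 SD, cut at about 9.5% in these data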;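 further: enzyme runs in reverse so mevalonate oxidation gives rising NADPH absorbance; 0% = complete reaction with DMSO and 100% = background rate lacking mevalonate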
Hsp70 act: Hsp70 transcriptional activators, primary screen, cell-based, HeLa, Hsp70 promoter luciferase, luminescence, 10 µM | HeLa Hsp70 promoter luciferase reporter; scaled: vehicle 0, proteasome-inhibitor control 100% | activation, % at 10 µM | hit rate 0.04% among 200,000;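 active means activation above the mean across all tested compounds plus 3 SD, cutoff set per campaign, cut at about 5.5% in these data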;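 further: 100% = MG132 at 30 µM as the positive control and 0% = DMSO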
DTT redox prof: compounds producing H2O2 with reducing agent – biochemical, NIH compound library profiling, artefact control for MLSCN library redox annotation, primary screen; DTT-dependent redox cycling H2O2, phenol red/HRP absorbance; 100% = 100 µM peroxide control, 0% = buffer; activation, % at 10 µM; hit rate 0.03% among 200,000; AID 878, 2007;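 active means activation of at least 50% relative to the plate's high and low controls in the primary single-dose screen; inactive means activation below 50%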;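 further: compound incubated with DTT at 0.8 mM final as the reducing agent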
Starred values were filed as active, the others as inactive; · = not tested or not shown. The order is random; about 5.6% have a hit in one of these screens.

1) O=C(NCC1CCCO1)Nc1ccc2c(c1)OCO2 (configuration not stated)
2) CC(=O)Nc1ccc(S(=O)(=O)N2CCN(C(=O)N3CCCCCC3)CC2)cc1
3) COCC(C)NC(=O)C1CC(=O)N(c2ccc(C)cc2)C1 (configuration not stated)
4) CC(=O)Nc1ccc(CN2CCN(Cc3ccc(C)cc3)C(CCO)C2)cc1 (configuration not stated)
5) CCOc1cc(NC(=S)NCC2CCCO2)c(OCC)cc1NC(=O)c1cccc(C)c1 (configuration not stated)
6) CCc1ccc(-c2nn(-c3ccccc3)cc2C2SCC(=O)N2Cc2ccco2)cc1 (configuration not stated)
Assay by compound	1	2	3	4	5	6
APP 5'UTR act	20	20	1	1	10	18
NF-kB neuron act	1.7	0.86	1	0.89	0.91	0.64
TLR4-MyD88 BLA	-14	14	14	6	7	7
STAT3 act	97	98	102	95	91	105
STAT3 inh	8	6	2	10	20	-9
STAT1 act	116	97	110	96	103	105
STAT1 blocker	-20	5	-11	3	-3	-5
Efa HMGR inh	-6	-1	-5	0	-7	-2
Hsp70 act	0.5	-0.3	0.0	0.0	0.1	-0.5
DTT redox prof	-1.1	-0.1	2.3	-1.2	-5.0	0.3

7) COc1cc2c(cc1OC)C(SC)=NC(C)(C)C2
8) O=C(CCn1c(=O)sc2ccccc21)NCCN1CCOCC1
9) Cc1nn(-c2ccc(Cl)cc2Cl)c(C)c1C(=O)O
10) Cc1cc(C(=O)CSc2nnc(-c3ccc(Cl)cc3)n2C)c(C)n1CC1CCCO1 (configuration not stated)
11) Cc1cccc(C(=O)NC(C(=O)Nc2ccccc2N2CCOCC2)C(C)C)c1 (configuration not stated)
12) Cc1cc(C)cc(NC(=O)COc2ccc3c(C)c(Cc4ccccc4)c(=O)oc3c2)c1
Assay by compound	7	8	9	10	11	12
APP 5'UTR act	10	0	-4	3	0	-9
NF-kB neuron act	1.1	·	0.92	0.88	1.2	0.97
TLR4-MyD88 BLA	-18	16	-9	-5	4	4
STAT3 act	100	98	104	101	105	103
STAT3 inh	2	7	4	3	-3	-5
STAT1 act	88	98	108	89	96	105
STAT1 blocker	11	2	-11	12	3	-6
Efa HMGR inh	-3	·	3	0	0	2
Hsp70 act	-0.4	-0.3	0.0	-0.1	-0.1	-0.3
DTT redox prof	0.9	-1.5	0.3	0.8	0.0	-0.4

13) COc1ccccc1/C=C/C=N/NC(=O)c1cnccn1
14) COc1ccc(Br)cc1C1NC(=O)NC(C)=C1C(=O)N(C)C (configuration not stated)
15) O=C(NC1CCCc2ccccc21)c1cn2ccccc2n1 (configuration not stated)
16) Cc1sc(NC(=O)/C=C/c2ccco2)c(C(=O)OC(C)C)c1C
17) CCOc1nc(NCCN2CCOCC2)nc(NC(C)C)n1
18) Cc1cc(C)nc(SCc2nnc(SCC(=O)Nc3nc(-c4ccccc4)cs3)n2-c2ccccc2)n1
Assay by compound	13	14	15	16	17	18
APP 5'UTR act	14	20	20	-13	-11	-2
NF-kB neuron act	1.7	1.1	1.4	1.1	1.3	1.2
TLR4-MyD88 BLA	-12	6	-1	-1	-3	0
STAT3 act	92	101	106	112	103	111
STAT3 inh	12	6	-1	-12	0	-16
STAT1 act	118	102	93	102	102	105
STAT1 blocker	-22	-2	9	-2	-4	-6
Efa HMGR inh	1	-4	3	-4	-4	-2
Hsp70 act	-0.2	-0.2	-0.1	-0.3	0.1	-0.1
DTT redox prof	0.0	0.2	-0.1	0.8	1.1	0.3

19) COc1cccc(NC(=S)NC2CC3CCCC(C2)N3C2CCCC2)c1 (configuration not stated)
20) CCc1ccc(OCc2nnc(SCC(=O)Nc3cccc(C(=O)N4CCOCC4)c3)o2)cc1
21) O=C(NCCSCc1c(F)cccc1Cl)c1ccc(CN2CCOCC2)cc1
22) c1ccc(CSc2nnc(-c3ccco3)n2Cc2ccco2)cc1
23) Cc1sc2ncnc(NCC3COc4ccccc4O3)c2c1C (configuration not stated)
24) Cc1ccccc1NC(=S)/C(=C(\[O-])c1cc(C)n(Cc2ccccc2Cl)c1C)[n+]1ccccc1
Assay by compound	19	20	21	22	23	24
APP 5'UTR act	-2	-7	3	17	-8	3
NF-kB neuron act	1	1	1.1	1.4	0.48	0.98
TLR4-MyD88 BLA	-6	-14	14	7	0	-1
STAT3 act	107	101	85	105	36	100
STAT3 inh	-6	-1	21	2	74*	0
STAT1 act	98	103	93	107	76	101
STAT1 blocker	0	-3	8	-8	27	-1
Efa HMGR inh	-3	-3	-6	0	3	2
Hsp70 act	-0.2	0.3	-0.2	-0.1	-0.4	-0.2
DTT redox prof	0.1	-0.2	-0.8	-0.1	0.2	-1.6

25) Cc1cc(NC(=O)CSc2nnc(C3COc4ccccc4O3)o2)no1 (configuration not stated)
26) O=C(COc1ccccc1)NC1CCCc2ccccc21 (configuration not stated)
27) CC(=O)CC1(C)OC(N)=C(C#N)C1(C#N)C#N (configuration not stated)
28) COc1ccc(NC(=O)c2cccs2)cc1
29) Cc1ccc2c(c1)-c1c(ssc1=S)C(C)(C)N2C(=O)CN1C(=O)c2ccccc2C1=O
30) CCCCCCNC(=O)CC(NS(=O)(=O)c1ccc(NC(C)=O)cc1)C(C)C (configuration not stated)
Assay by compound	25	26	27	28	29	30
APP 5'UTR act	17	15	·	66	-1	6
NF-kB neuron act	0.99	1	1	3	0.72	1.1
TLR4-MyD88 BLA	8	-11	-6	9	16	-1
STAT3 act	100	105	95	102	128	97
STAT3 inh	2	-6	12	2	-24	9
STAT1 act	95	88	97	140*	98	97
STAT1 blocker	5	13	3	-40	3	3
Efa HMGR inh	5	1	-6	-7	-5	-1
Hsp70 act	-0.3	-0.2	-0.4	0.0	-0.3	-0.5
DTT redox prof	0.3	·	-13	0.0	-3.2	0.0

31) OCc1ccccc1NC(=S)Nc1cccnc1
32) Cc1c(C#N)c2ncn(Cc3ccccn3)c(=O)c2n1-c1ccccc1
33) CCC(=O)NC(=S)Nc1ccccc1C(F)(F)F
34) O=C(O)c1cccc(NC(=S)N/N=C/c2cccnc2)c1
35) Cc1nc2ccccn2c1C(=O)NC1CCCCC1
36) Cc1ccc(C(C)C)c(OCC(=O)N/N=C/C2CCCCC2)c1
Assay by compound	31	32	33	34	35	36
APP 5'UTR act	0	7	-6	33	23	-16
NF-kB neuron act	1.2	0.86	·	1.4	1.1	1.3
TLR4-MyD88 BLA	9	0	-5	0	4	-20
STAT3 act	99	99	90	91	95	109
STAT3 inh	7	5	15	13	12	-1
STAT1 act	102	102	94	104	101	103
STAT1 blocker	-2	-2	6	-6	-1	-3
Efa HMGR inh	-9	1	·	-4	-2	0
Hsp70 act	-0.5	0.0	-0.2	-0.1	-0.6	0.1
DTT redox prof	0.1	2.0	-5.1	0.0	-0.7	0.9

Compound profiles, from the list above. Order of screens: APP 5'UTR act | NF-kB neuron act | TLR4-MyD88 BLA | STAT3 act | STAT3 inh | STAT1 act | STAT1 blocker | Efa HMGR inh | Hsp70 act | DTT redox prof
Shown for O=C(O)c1cccc(NC(=S)N/N=C/c2cccnc2)c1 = 33 | 1.4 | 0 | 91 | 13 | 104 | -6 | -4 | -0.1 | 0.0
Shown for CCC(=O)NC(=S)Nc1ccccc1C(F)(F)F = -6 | · | -5 | 90 | 15 | 94 | 6 | · | -0.2 | -5.1

Next records.
37) Cc1ccc(/C=N/NC(=O)Cn2nccc2C)o1
38) Cn1c(O)c(C2=c3ccccc3=NC2=O)[nH]c1=S
39) O=[N+]([O-])c1cccc2c(N3CCCC3)ccnc12
40) COc1cccc(NC(=S)N(CCc2c(C)[nH]c3ccc(C)cc23)Cc2cccs2)c1
41) CS(=O)(=O)C1=NSC2=NC(=O)/C(=C\c3cccn3-c3ccc(Cl)cc3)C(=N)N21
42) Cc1oc(/C=N/NC(=O)CC2(C)OCCO2)cc1Br
Assay by compound	37	38	39	40	41	42
APP 5'UTR act	7	1	-8	-14	-16	-1
NF-kB neuron act	1	1.1	0.57	0.76	1.2	0.92
TLR4-MyD88 BLA	-8	4	5	-2	-17	2
STAT3 act	100	142*	95	103	99	102
STAT3 inh	3	-47	11	-4	-1	0
STAT1 act	100	88	102	90	96	100
STAT1 blocker	0	13	-5	11	4	0
Efa HMGR inh	-4	1	-5	1	5	-4
Hsp70 act	0.0	-0.4	-0.2	0.8	-0.1	0.3
DTT redox prof	2.3	0.1	-0.6	0.4	-0.3	0.2

43) CSc1cccc(NC(=O)/C=C/c2ccc(Cl)cc2)c1
44) O=c1c2cnn(-c3ccccc3)c2ncn1CCc1ccccc1
45) Cn1cc(Br)c(C(=O)N2CCc3ccccc32)n1
46) O=C(NC1CCCCCC1)C1CCN(c2nc3ccccc3o2)CC1
47) CN(C)CCNC(=O)CN1C(=O)COc2ccc(C(C)(C)C)cc21
48) COc1ccc(CCNC(=O)CSc2nncs2)cc1
Assay by compound	43	44	45	46	47	48
APP 5'UTR act	20	25	14	2	9	1
NF-kB neuron act	1.8	1.3	1.6	0.95	1	1.1
TLR4-MyD88 BLA	-3	-3	-4	-7	-2	-4
STAT3 act	89	100	112	81	97	106
STAT3 inh	19	4	-12	28	12	-4
STAT1 act	111	112	97	96	102	102
STAT1 blocker	-12	-14	4	5	-3	-2
Efa HMGR inh	0	2	-4	0	-4	0
Hsp70 act	-0.1	-0.3	0.1	-0.2	0.2	-0.4
DTT redox prof	0.1	-0.4	0.3	-0.1	-0.7	0.1

49) CO/N=C/NC(=O)c1ccc([N+](=O)[O-])c(CS(=O)(=O)c2ccc(Cl)cc2)c1
50) Cc1cc(NC(=O)CSc2nnc(-c3cccnc3)n2Cc2ccccc2)no1
51) COc1ccc(CCn2nnnc2C(c2ccc(Cl)cc2)N2CCN(C)CC2)cc1OC (configuration not stated)
52) CC1=C(C(=O)OC(C)C)C(c2cccc(F)c2)n2ncnc2N1 (configuration not stated)
53) CCN(CC)CCCn1c(=S)[nH]c2cc(Cl)ccc2c1=O
54) Cc1ccc(C(=O)Nc2cccnc2)cc1S(=O)(=O)N1CCOCC1
55) CCCOC(=O)c1cc(=O)[nH]c2ccccc12
Assay by compound	49	50	51	52	53	54	55
APP 5'UTR act	6	-2	43	-16	-10	-2	11
NF-kB neuron act	0.91	0.96	1.2	0.83	1.1	1.6	1
TLR4-MyD88 BLA	2	-6	-4	-5	7	9	-2
STAT3 act	101	101	102	97	99	100	96
STAT3 inh	-1	6	6	9	4	6	8
STAT1 act	96	95	103	93	100	96	96
STAT1 blocker	4	4	-4	8	0	4	5
Efa HMGR inh	-4	-1	-4	-3	-1	·	4
Hsp70 act	0.1	0.1	-0.4	-0.1	0.0	-0.1	-0.1
DTT redox prof	-5.8	0.3	2.1	0.2	-1.1	0.3	-0.8

As entered above:
no. 48 | STAT3 act = 106
no. 21 | DTT redox prof = -0.8
no. 44 | APP 5'UTR act = 25
no. 9 | APP 5'UTR act = -4
